# RGS7-Gao – regulators of human RGS7-Galphao interaction | binding response (% of control), % at 10 µM | AID 1439 | P09471 | Multiplexed bead flow cytometry, RGS7-Galphao binding; actives lie on both sides | 0.35% of 220,000 active; in the data active = binding response below about 49% or above about 150%; inconclusive = no clear call, values can overlap the other calls; inactive = in between;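 note: fluorescent Galphao held in activated GDP-AlF4 state binding bead-coupled RGS7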
# Mcl-1 Bim block – human Bim-Mcl-1 interaction inhibition. Bead-based flow cytometry, Bim peptide-Mcl-1 binding. inhibition, % at 10 µM. 0.1% of 190,000 active. AID 1009;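 note: 0% = no compound tracer wells and 100% = peptide blocker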
# Target sequence (Q07820 whole entry, looked up): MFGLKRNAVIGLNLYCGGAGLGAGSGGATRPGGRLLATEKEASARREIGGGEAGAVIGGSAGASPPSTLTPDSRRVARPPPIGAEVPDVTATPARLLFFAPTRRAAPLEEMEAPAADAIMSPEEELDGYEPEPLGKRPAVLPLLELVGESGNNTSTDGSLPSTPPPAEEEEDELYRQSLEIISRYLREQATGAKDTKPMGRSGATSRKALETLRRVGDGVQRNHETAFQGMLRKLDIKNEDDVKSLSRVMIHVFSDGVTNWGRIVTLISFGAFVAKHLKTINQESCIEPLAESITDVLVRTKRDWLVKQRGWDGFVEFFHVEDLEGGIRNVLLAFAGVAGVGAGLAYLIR
# RGS8-Gao reg – human RGS8-Galphao interaction regulation; multiplexed bead flow cytometry, RGS8-Galphao binding; actives lie on both sides; response (percent of control binding), % at 10 µM; 0.34% of 220,000 active; in the data active = response below about 60% or above about 140%; inactive = in between;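 note: Galphao activated as the GDP aluminium fluoride complex binding bead-coupled RGS8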
# ABCB1 block – inhibitors of human ABCB1 transporter, ABCG2 counter-screen; 0.067% of 190,000 active; inhibition, % at 6.6 µM; CCRF-Adr cells, JC-1 efflux, flow cytometry; P08183; in the data active = inhibition above about 40%;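 note: 0% = vehicle and 100% = reference inhibitor; higher value means more JC-1 retained so stronger ABCB1 efflux block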
# Bcl-2 Bim block – disrupts Bim peptide binding to human Bcl-2; AID 950; P10415; Bead-based flow cytometry, Bim peptide-Bcl-2 binding; 0.06% of 190,000 active; inhibition, % at 10 µM; in the data active = inhibition above about 40%; inconclusive = no clear call, values can overlap the other calls;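 note: 0% = no compound wells with probe peptide and 100% = reference peptide inhibitor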
# Bim-Bcl-XL – disrupts Bim peptide binding to human Bcl-XL | inhibition, % at 10 µM | bead flow cytometry, fluorescence | 0.04% of 190,000 active | Q07817 | AID 1007
# Target sequence (Q07817 whole entry, looked up): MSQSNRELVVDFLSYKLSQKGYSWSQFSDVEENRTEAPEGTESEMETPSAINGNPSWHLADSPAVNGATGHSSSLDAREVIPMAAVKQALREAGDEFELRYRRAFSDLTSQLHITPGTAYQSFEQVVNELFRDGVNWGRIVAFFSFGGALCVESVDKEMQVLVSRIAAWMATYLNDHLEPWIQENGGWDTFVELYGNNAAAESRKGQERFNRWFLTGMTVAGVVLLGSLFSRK
# Bfl-1 Bim block – disrupts Bim binding to human Bfl-1; Q16548; Bead-based flow cytometry, Bim-Bfl-1 binding inhibition; inhibition, % at 10 µM; 0.12% of 190,000 active; AID 1008;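 note: 0% = wells without compound plus tracer and 100% = blocker peptide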
# ABCG2 block – inhibitors of human ABCG2 transporter, ABCB1 counter-screen | Q9UNQ0 | IgMXP3 cells, JC-1 efflux, flow cytometry | inhibition, % at 6.6 µM | 0.1% of 190,000 active;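 active = inhibition above 80%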;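 note: 0% = DMSO and 100% = nicardipine control wells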
#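 Test system: ABCG2 IgMXP3 and barcoded ABCB1 CCRF-Adr cell mix; Schedule: cells with compound and JC-1, 10 min at 25 °C, rotating, no wash; Technique: flow cytometry of retained JC-1 fluorescence; Measure: % inhibition of efflux relative to nicardipine and DMSO; Controls: nicardipine high and DMSO low controls.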
# Bcl-B Bim block – disrupts Bim peptide binding to human Bcl-B. inhibition, % at 10 µM. AID 951. 0.073% of 190,000 active. bead-based flow cytometry;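 note: 0% = tracer peptide without compound and 100% = reference inhibitor peptide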
# Target sequence (Q9HD36 whole entry, looked up): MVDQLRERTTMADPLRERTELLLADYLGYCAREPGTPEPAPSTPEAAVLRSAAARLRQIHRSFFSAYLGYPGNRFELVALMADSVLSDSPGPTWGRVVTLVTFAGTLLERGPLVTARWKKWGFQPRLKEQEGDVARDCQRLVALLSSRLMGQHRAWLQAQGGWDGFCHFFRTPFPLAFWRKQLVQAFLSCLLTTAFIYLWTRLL
# Bcl-W Bim block – disrupts Bim peptide binding to human Bcl-W; Q92843; bead-based flow cytometry; inhibition, % at 10 µM; 0.02% of 190,000 active; AID 952;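 note: 0% = bound tracer without compound and 100% = peptide blocker; higher means less fluorescent Bim peptide bound to Bcl-W beads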
# RGS4-Gao reg – modulates binding of RGS4 to human Galphao; P09471; Multiplexed bead flow cytometry; actives lie on both sides; binding response (% of control), % at 10 µM; 0.33% of 220,000 active; AID 1415; in the data active = binding response below about 49% or above about 150%; inactive = in between;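 note: fluorescent Galphao activated with aluminum fluoride binding bead-coupled RGS4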
# * marks the source's active call; other numbers are inactive results; ? = inconclusive. Cut-off read from the data, not from the text of the source, unless noted: active = inhibition above about 40%.
SMILES,RGS7-Gao,Mcl-1 Bim block,RGS8-Gao reg,ABCB1 block,Bcl-2 Bim block,Bim-Bcl-XL,Bfl-1 Bim block,ABCG2 block,Bcl-B Bim block,Bcl-W Bim block,RGS4-Gao reg
COc1ccc2nc(NC3=NCCC3)sc2c1,95,-3,100,0.6,0,-1,0,2,0,0,96
Cc1cc(C)c(NC(=O)CN2CCOCCOCCOCCOCC2)c(C)c1,100,-2,102,0.0,0,-2,0,-1,-6,-2,98
Cc1cc(N2CCN(C(=O)OC(C)(C)C)CC2)n2ncnc2n1,96,2,96,-0.1,-2,0,-4,0,-4,2,94
Oc1ccc(CN2CCN(Cc3ccccc3)CC2)c2cccnc12,97,-2,99,0.1,-1,-2,-5,0,-4,-5,96
CCOC(=O)C1CCN(C(=O)COc2cc(C)c(Br)cc2C)CC1,97,0,99,0.5,0,-5,-1,4,-2,-4,92
O=C(OCc1ccc(Br)cc1)c1ccncc1,101,1,94,0.8,2,-3,2,5,-6,0,99
CCOC(=O)c1nnn(CC(=O)NC(=O)Nc2ccc(F)cc2)c1C(=O)OCC,?,-2,101,0.3,0,-3,-5,-2,-4,-4,101
CC(C)CCNC(=S)Nc1ccccn1,111,-1,103,-0.5,-3,0,0,-4,0,-1,107
CC1(C)CC2CC(C)(CN2C(=O)c2ccc([N+](=O)[O-])cc2[N+](=O)[O-])C1 (stereo not drawn),96,-2,99,0.8,-4,-4,-3,1,-1,-3,98
O=C(CN(c1ccc2c(c1)OCCO2)S(=O)(=O)c1ccccc1)N1CCN(Cc2ccccc2)CC1,101,-3,101,1.9,-4,-2,0,-1,-2,-6,105
O=C1c2ccccc2C(=O)N1CC(=O)N1c2ccccc2Sc2ccc(C(F)(F)F)cc21,97,-9,100,1.5,-13,-13,-15,2,-15,-8,99
Cc1cccc(N(C(=O)CNC(=O)c2ccco2)C(C(=O)NCC2CCCO2)c2ccccc2)c1 (stereo not drawn),100,1,102,-0.3,-2,1,-5,0,1,-2,101
CC(C)Oc1ccccc1OCCCCn1cnc2ccccc2c1=O,?,-1,96,0.6,-1,-4,-3,4,-1,0,94
CN(Cc1ccc2nsnc2c1)Cc1nc(Cc2cccc(F)c2)no1,94,-3,100,-0.5,0,-5,-3,3,-6,-7,98
CC1=NN(c2ccccc2)C(=O)C1C(=O)C(=O)Nc1ccc(F)cc1 (stereo not drawn),101,0,99,0.2,-2,-1,-5,1,0,0,99
COCCNC(=S)N/N=C(\C)CCc1ccc2c(c1)OCO2,?,-1,98,5.0,-3,-1,-1,27,-2,-1,97
C=CCn1c(-c2ccoc2C)n[nH]c1=S,100,3,99,0.0,-1,-4,-6,0,-6,2,98
CCOC(=O)CSc1cc(C)nc(N)n1,103,0,102,0.4,-8,-4,-8,0,-13,-1,101
CN(Cc1ccccc1)C(=O)CN1C(=O)C2C3C=CC(C3)C2C1=O (stereo not drawn),98,19,100,0.3,20,3,8,0,6,5,100
Cc1c(C(=O)NCCN2CCOCC2)oc2ccc(S(=O)(=O)N3CCCCCC3)cc12,99,-4,102,3.0,-2,0,-1,33,-3,-2,99
COc1ccc(NC2=C(NCCO)C(=O)c3ccccc3C2=O)cc1,97,-5,96,-8.8,-4,-3,-1,2,-7,-2,96
COC(=O)c1ccc(NC(=O)c2cccc(Cl)c2)o1,103,0,92,0.4,-1,-2,-5,7,-3,2,81
Cc1cc(C)c(-c2cc(C)nc3ncnn23)c(C)c1,92,-3,100,4.1,-8,-4,-5,4,-7,-6,84
CCOC(=O)c1cnc2ccc(Cl)cc2c1Nc1ccc(S(=O)(=O)Nc2ncccn2)cc1,100,-1,95,1.0,-3,-3,0,8,-3,-2,102
C=CCN1C(=O)/C(=C\c2ccc(OC(=O)c3ccco3)c(OC)c2)SC1=S,101,0,101,7.1,0,-1,-1,16,-6,1,105
# Later entries
SMILES,RGS7-Gao,Mcl-1 Bim block,RGS8-Gao reg,ABCB1 block,Bcl-2 Bim block,Bim-Bcl-XL,Bfl-1 Bim block,ABCG2 block,Bcl-B Bim block,Bcl-W Bim block,RGS4-Gao reg
CCC/C(C)=N/NC(=O)c1ccccc1O,104,0,104,0.0,-8,-8,-12,2,-8,-3,106
Cc1ccc2nc(-c3ccncc3)c(NC3CCCC3)n2c1,93,-21,96,0.3,4,-14,0,1,0,-12,93
Cc1ccc(-n2c(SCC(=O)Nc3cc(C)on3)nc3c(c2=O)SC(C)C3)cc1 (stereo not drawn),98,-1,104,1.6,-1,-5,-6,1,-4,-3,101
CCOC(=O)c1cc2c(N)c(C(=O)c3ccc(Br)cc3)sc2[nH]c1=O,?,12,99,-0.8,3,15,0,-1,9,9,100
CCOc1ccc(Oc2nc(Nc3ccc(C)cc3)nc(N(C)C)n2)nn1,102,-5,102,2.2,-6,-9,-16,29,-9,-2,100
N#Cc1nc(-c2cccs2)oc1NCC1CCCO1 (stereo not drawn),98,-3,101,1.4,-5,-5,-3,10,-3,-3,98
Cc1cc(NC(=O)CCSc2nc(-c3ccco3)cc(C(F)(F)F)n2)no1,99,-4,99,0.6,-10,-6,-11,5,-11,-2,101
COC(=O)c1sc(NC(=O)CSc2n[nH]c(N)n2)c(C(=O)OC)c1C,?,-1,102,-0.2,-5,-4,-7,4,-9,0,98
COCCNC(=O)CSc1nc2cc3c(cc2c(=O)n1Cc1ccco1)OCO3,101,-6,101,2.9,-2,-5,-4,33,-5,-1,101
O=Cc1cccn1Cc1ccccc1[N+](=O)[O-],95,-3,87,2.2,-2,-6,-1,24,-6,-5,97
C=CCNC(=O)/C(=C\c1ccc2c(c1)OCO2)NC(=O)c1ccc(Br)cc1,95,-2,81,0.0,-2,0,0,0,-3,0,93
O=C(N1CCOCC1)C12CCC3CC(CC(C3)C1)C2,104,0,105,0.1,0,-2,0,-1,0,0,98
COc1ccc(CNc2n[nH]c(NCc3ccc(OC)c(OC)c3)n2)cc1OC,102,0,100,0.8,-4,-2,-14,-5,-8,-1,101
COc1ccc2nc(C)c3c(c2c1)OC(C)C3 (stereo not drawn),101,2,102,0.5,0,0,1,3,-1,-1,101
COc1ccc(C)cc1N(CC(=O)N/N=C/c1ccccc1C(=O)O)S(=O)(=O)c1ccccc1,103,0,102,-0.4,-5,-3,-3,-1,-7,-4,102
Cc1[nH]c(=O)[nH]c(=O)c1S(=O)(=O)N1CCCC(C(=O)NCc2ccc3c(c2)OCO3)C1 (stereo not drawn),?,1,98,2.8,1,0,-4,3,-5,2,101
C=CCn1c(=O)n(CCC#N)c(=O)n(CCC#N)c1=O,104,3,105,-3.2,-6,-1,-4,-1,-7,2,106
c1ccc(-n2ncc3c(NCCCN4CCOCC4)ncnc32)cc1,101,-1,102,0.6,-3,-2,-3,3,0,-4,98
COc1ccc2nc(NC(=O)c3cnccn3)sc2c1,84,0,96,0.3,-2,2,-4,5,2,0,82
O=C(CCc1nc2ccccc2s1)OCC(=O)N1CCN(C(=O)c2ccco2)CC1,94,0,101,0.6,-7,-2,-6,2,-5,1,98
O=C(NCc1cccnc1)Nc1cccc(F)c1,?,0,102,0.9,0,-3,-3,3,-6,0,102
O=S(=O)(Nc1ccc2nc(C(F)(F)F)[nH]c2c1)c1ccccc1,103,0,104,0.9,-1,-4,0,4,-6,-3,104
COc1ccc(OCC(=O)NC(CC(=O)O)c2ccc(OC)c(OC)c2)cc1 (stereo not drawn),107,0,105,0.3,-1,-1,-6,0,-1,-1,107
N#Cc1nc(-c2ccccc2)oc1NCc1ccco1,91,-4,97,0.1,-8,-3,-11,1,-10,1,97
O=C(O)C(Sc1ccncn1)c1ccccc1 (stereo not drawn),?,-2,101,0.3,-1,-2,-5,1,-6,-1,97
CCOc1ccc(OCC(=O)N2CCOCC2)cc1,94,16,98,3.0,-8,-3,-9,0,-4,-1,95
Cc1cc(C(=O)CSc2nnnn2C)c(C)n1-c1cccc(F)c1,100,0,97,0.9,0,-2,0,0,0,1,103
CC(C)[C@H](NC(N)=O)C(=O)Nc1cccc(S(=O)(=O)N2CCOCC2)c1,93,1,96,0.0,-1,-4,0,0,-6,2,96
C=CS(=O)(=O)c1sc(Cl)c(N2CCOCC2)c1[N+](=O)[O-],90,8,96,-0.5,11,6,48*,-1,10,9,99

# Source: PubChem BioAssay
